Assay outcomes deposited in PubChem by several laboratories.
ABHD4 inh – ABHD4 inhibitors, primary screen, biochemical, fluorescence polarization, mouse; (Lyso)-N-acylphosphatidylethanolamine lipase (Mus musculus), Q8VD66; purified mABHD4, FP-Rh probe fluorescence polarization; inhibition, % at 8.92 µM; 370,000 tested, 0.54% active; AID 720543, 2013;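 active means inhibition exceeding the mean over every tested compound plus 3 SD, cut at about 30% in these data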;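 further: 0% = plate median of compound wells and 100% = S159A mutant with DMSO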
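Test system: mABHD4 protein; Read-out basis: % inhibition; Incubation: 45 min + 60 min at 25 °C; Repeats: single replicate; Technique: fluorescence polarization with parallel and perpendicular emission, 525/598 nm; Compound: 8.92 µM, single dose; Benchmarks: full inhibition S159A mutant plus DMSO, zero as sample-well median.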
rCAG RNA binder – binders of r(CAG) RNA repeats, primary screen, biochemical, fluorescence. r(CAG) RNA repeat, TO-PRO-1 dye displacement fluorescence. inhibition, % at 3 µM. 370,000 tested, 1.3% active;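 active means inhibition above the plate cutoff, the mean of all test compounds on that plate plus 3 SD, cut at about 35% in these data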;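 further: 0% = DMSO alone and 100% = 100 µM mitoxantrone as full dye displacement; higher means more dye released from RNA so lower well fluorescence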
PG9 Ab binder – binders of HIV-1 gp120 antibody PG9, primary screen, biochemical, TR-FRET; TR-FRET gp120-PG9 antibody binding; inhibition, % at 6.7 µM; 360,000 tested, 0.43% active; AID 624416, 2012; in the data active means inhibition above about 8.5%
Rev-erbA mod – modulators of Rev-erb alpha DNA binding, primary screen, biochemical, FITC-DNA, fluorescence polarization, uHTS; 370,000 tested, 0.79% active; activity, % at 10 µM; Rev-erbα–FITC-DNA binding, 90 min; Nuclear receptor subfamily 1 group D member 1 (Homo sapiens), P20393;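 active means activity above about 14%, limit read from the data; passing the limit was not always enough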;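 further: 0% = DMSO wells with 35 nM protein and 100% = DMSO wells with 750 nM protein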
ARFGAP1 inh – inhibitors of rat ARFGAP1 GAP activity, primary screen, biochemical, fluorescence polarization, GDP tracer | ADP-ribosylation factor GTPase-activating protein 1 (Rattus norvegicus), Q62848 | Arfgap1-stimulated ARF1 GTP hydrolysis, GDP FP detection | inhibition, % at 16.5 µM | 360,000 tested, 0.26% active;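 active means inhibition above a per-plate limit, mean inhibition of low control wells plus 3 SD, cut at about 25% in these data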;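 further: 0% = DMSO wells with enzyme and 100% = wells lacking Arfgap1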
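Material – truncated rat Arfgap1 GAP domain · Buffer or medium – HEPES-based buffer, pH 7.5 · Reagent – human ARF1(Δ1-17)-GTP substrate · Dosing – 16.5 µM single point, 1.26% DMSO · Schedule – GTP hydrolysis reaction 2 h at 25 °C · Technique – GDP detection by fluorescence polarization · Benchmarks – No-Arfgap1 wells (100%) versus DMSO full-reaction wells (0%) · Repeats – single replicate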
HTRA1 inh – HTRA1 serine protease inhibitors, primary screen, biochemical, fluorescence polarization, HTS; Q92743; recombinant HTRA1, FP-rhodamine activity-based probe; inhibition, % at 5.96 µM; 340,000 tested, 0.5% active; in the data active means inhibition above about 36%;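 further: 0% = enzyme with DMSO and 100% = wells lacking enzyme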
NPR2 activator – human GC-B receptor activators, primary screen, HEK293 GC-B cells, cGMP TR-FRET, EC30 CNP | 0% at EC30 CNP, 100% saturating CNP | activation, % at 10 µM | 370,000 tested, 0.11% active | AID 1920062, 2024;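 active means activation at 10 µM reaching about 35% in either raw or pattern-adjusted values, limit read from the data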
ASAP1 GAP inh – inhibitors of human ASAP1 ArfGAP activity, primary screen, biochemical, fluorescence polarization. Arf-GAP with SH3 domain, ANK repeat and PH domain-containing protein 1 (Homo sapiens), …. AID 624377, 2012. 360,000 tested, 0.19% active. inhibition, % at 16.5 µM. ASAP1-stimulated ARF1 GTP hydrolysis, GDP FP detection; in the data active means inhibition above about 25%;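 further: 0% = vehicle with enzyme and substrate and 100% = no enzyme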
NPR1 activator – GC-A stimulated cGMP production enhancers – HEK293 GC-A cells, cGMP TR-FRET, EC30 ANP, primary screen. 370,000 tested, 0.14% active. 0% at EC30 ANP, 100% saturating ANP. Atrial natriuretic peptide receptor 1 (Homo sapiens), P16066. activation, % at 10 µM; in the data active means activation above about 40%
Target sequence (P16066 whole entry, looked up): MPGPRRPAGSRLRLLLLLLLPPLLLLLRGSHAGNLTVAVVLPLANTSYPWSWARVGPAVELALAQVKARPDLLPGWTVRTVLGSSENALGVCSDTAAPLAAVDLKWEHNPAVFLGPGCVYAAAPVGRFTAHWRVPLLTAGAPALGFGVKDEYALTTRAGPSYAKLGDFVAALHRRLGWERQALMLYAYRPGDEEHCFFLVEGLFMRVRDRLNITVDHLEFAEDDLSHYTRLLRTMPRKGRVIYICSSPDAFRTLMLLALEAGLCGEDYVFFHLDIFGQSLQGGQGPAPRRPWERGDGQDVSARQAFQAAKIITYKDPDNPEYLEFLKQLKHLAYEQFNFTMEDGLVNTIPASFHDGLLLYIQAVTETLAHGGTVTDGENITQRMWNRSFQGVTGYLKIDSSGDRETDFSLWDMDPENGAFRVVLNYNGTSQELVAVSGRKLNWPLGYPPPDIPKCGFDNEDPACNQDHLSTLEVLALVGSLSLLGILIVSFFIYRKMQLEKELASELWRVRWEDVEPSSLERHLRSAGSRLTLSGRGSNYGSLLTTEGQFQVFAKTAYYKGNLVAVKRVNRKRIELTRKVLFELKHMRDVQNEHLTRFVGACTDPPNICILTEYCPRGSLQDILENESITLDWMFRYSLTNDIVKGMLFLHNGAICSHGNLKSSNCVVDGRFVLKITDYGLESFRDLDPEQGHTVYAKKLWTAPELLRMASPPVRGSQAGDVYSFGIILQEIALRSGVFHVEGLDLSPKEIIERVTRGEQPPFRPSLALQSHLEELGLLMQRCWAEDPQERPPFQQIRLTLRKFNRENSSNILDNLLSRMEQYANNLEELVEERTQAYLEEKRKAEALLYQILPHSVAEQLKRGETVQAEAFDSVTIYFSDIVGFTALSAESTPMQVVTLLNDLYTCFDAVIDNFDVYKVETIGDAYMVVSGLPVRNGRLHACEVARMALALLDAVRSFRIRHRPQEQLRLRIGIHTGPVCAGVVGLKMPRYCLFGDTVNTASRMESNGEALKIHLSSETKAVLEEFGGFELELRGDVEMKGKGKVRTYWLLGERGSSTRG
SMARCA2 act – SMARCA2 (BRM) function activators, primary screen, cell-based, luminescence, high throughput | MG213 cells, MMTV-luciferase reporter, dexamethasone, overnight | activation, % at 9.1 µM | 370,000 tested, 1% active | AID 652017, 2013; in the data active means activation above about 7.8%;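 further: 0% = vehicle wells and 100% = reference activator wells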
* hit, by the source's call; . = not tested or not shown.

Start of the data: the first four compounds, to show the layout:
1) COC(=O)c1cc2c(c3c4cc(C#N)ccc4n(S(=O)(=O)c4ccc(C)cc4)c13)C(=O)N(C)C2
2) CC(C)N1CCC(N2CCN(C/C=C/c3ccc(F)cc3)CC2CCO)CC1 (stereo unspecified)
3) CSCCC(NC(=O)c1ccccc1)C(=O)N1CCN(C(=O)c2ccccc2)CC1 (stereo unspecified)
4) COc1ccc(OC)c(CN2CCC(C(=O)N(C)CCc3ccc(OC)c(OC)c3)CC2)c1

compound no.	1	2	3	4
ABHD4 inh	7	-2	3	7
rCAG RNA binder	18	-5	0	-11
PG9 Ab binder	0.9	-3.0	-1.8	1.1
Rev-erbA mod	2	3	-6	3
ARFGAP1 inh	-8	5	0	0
HTRA1 inh	.	6	7	11
NPR2 activator	4	1	3	-4
ASAP1 GAP inh	-15	8	2	10
NPR1 activator	3	0	0	0
SMARCA2 act	-4	-3	0	-2

This part in full, repeating the preview:
1) COC(=O)c1cc2c(c3c4cc(C#N)ccc4n(S(=O)(=O)c4ccc(C)cc4)c13)C(=O)N(C)C2
2) CC(C)N1CCC(N2CCN(C/C=C/c3ccc(F)cc3)CC2CCO)CC1 (stereo unspecified)
3) CSCCC(NC(=O)c1ccccc1)C(=O)N1CCN(C(=O)c2ccccc2)CC1 (stereo unspecified)
4) COc1ccc(OC)c(CN2CCC(C(=O)N(C)CCc3ccc(OC)c(OC)c3)CC2)c1
5) Cc1ccc(/C=C/C2=NN(Cc3ccccc3Cl)C(=O)CC2)cc1
6) CCOC(=O)[C@]12CCCC=C1N(CCCOC)C(=O)[C@@H]2CC(=O)NCCc1ccccc1OC
7) CC(=O)c1ccc(NC(=O)CNC2CCCCC2)cc1
8) O=C(NCc1ccc(Cl)cc1)c1cc(=O)[nH]c2ccc(S(=O)(=O)N3CCOCC3)cc12
9) S=C(NCc1cccs1)Nc1ccccc1
10) CCOc1ccc(/C=C/C(=O)N(CC)CC(=O)Nc2ccc3c(c2)OCCO3)cc1OC

compound no.	1	2	3	4	5	6	7	8	9	10
ABHD4 inh	7	-2	3	7	-16	-8	15	3	-4	5
rCAG RNA binder	18	-5	0	-11	-2	-1	1	-1	2	-5
PG9 Ab binder	0.9	-3.0	-1.8	1.1	-1.1	.	1.6	0.7	-1.4	0.9
Rev-erbA mod	2	3	-6	3	-1	1	-1	4	4	-4
ARFGAP1 inh	-8	5	0	0	7	.	6	7	5	9
HTRA1 inh	.	6	7	11	-54	.	-26	3	-1	-7
NPR2 activator	4	1	3	-4	-2	4	2	3	0	-3
ASAP1 GAP inh	-15	8	2	10	-4	.	14	1	6	3
NPR1 activator	3	0	0	0	0	0	1	-1	1	-4
SMARCA2 act	-4	-3	0	-2	1	-3	2	-4	1	0

Two records picked at random from the list so far:
6) CCOC(=O)[C@]12CCCC=C1N(CCCOC)C(=O)[C@@H]2CC(=O)NCCc1ccccc1OC
1) COC(=O)c1cc2c(c3c4cc(C#N)ccc4n(S(=O)(=O)c4ccc(C)cc4)c13)C(=O)N(C)C2

compound no.	6	1
ABHD4 inh	-8	7
rCAG RNA binder	-1	18
PG9 Ab binder	.	0.9
Rev-erbA mod	1	2
ARFGAP1 inh	.	-8
HTRA1 inh	.	.
NPR2 activator	4	4
ASAP1 GAP inh	.	-15
NPR1 activator	0	3
SMARCA2 act	-3	-4

Next entries follow.
11) Cc1ccc(-n2c(C)cc(/C([O-])=C(/C(=S)Nc3ccc(F)c(Cl)c3)[n+]3ccccc3)c2C)cc1
12) O=C(NC1CCCCC1)NC1CCN(CC(=O)N2CCOCC2)CC1
13) O=c1c2c3c(sc2nc2n1CCCC2)CCCCC3
14) Cc1nc(NC(=O)C(C)(C)C)sc1C(=O)Cn1cc(CCCC#N)nn1
15) C=CCn1ccc(=NC=C(C#N)C#N)c2ccccc21
16) CC(C)C(=O)N(c1ccc2oc(=O)sc2c1)S(=O)(=O)c1ccccc1
17) CCN(CC)C(=O)[C@H]1CC(CC(=O)NCCC2=CCCCC2)C(=O)N2CCc3c([nH]c4ccccc34)[C@]12C (stereo partly specified)
18) Cc1cc(C)nc(NC(=O)c2ccc(C)o2)n1
19) O=S(=O)(Nc1ccc2c(c1)OCCO2)c1cccc2nsnc12
20) COc1ccc(NC(=O)C2CCN(S(=O)(=O)c3cccs3)CC2)cc1OC

compound no.	11	12	13	14	15	16	17	18	19	20
ABHD4 inh	10	-18	5	2	-1	6	5	3	-4	4
rCAG RNA binder	4	-2	-1	-1	-1	12	1	-2	0	3
PG9 Ab binder	-1.8	-0.6	-1.1	0.3	-1.8	0.8	-1.4	0.0	-1.0	-3.3
Rev-erbA mod	2	0	-1	2	2	0	0	1	4	-7
ARFGAP1 inh	-6	3	-6	0	-12	-10	-25	0	-1	5
HTRA1 inh	28	-6	-1	.	3	6	-9	-1	-1	6
NPR2 activator	-3	6	-2	0	-2	9	-17	-1	1	-1
ASAP1 GAP inh	14	-3	-14	5	-17	2	-2	1	14	1
NPR1 activator	2	5	-3	1	1	-1	-7	2	1	0
SMARCA2 act	-3	0	-1	-6	-3	0	-1	-1	-4	-4

21) Cc1cc(C)nc(NC(=O)CCCC(=O)O)c1
22) Cc1cc(Nc2ccc(Cl)cc2)n(-c2cccc(Cl)c2)n1
23) COc1ccc(C(=O)Nc2ccc(S(=O)(=O)N3CCOCC3)cc2)cc1
24) O=C(CN1CCc2ccccc2C1)NC1CCCC1
25) COC(=O)CSc1nc(NCc2ccccc2)nc(N(C)C)n1
26) O=C(OC12CCCN(C1)/C(=C/c1cccnc1)C2)C1CCCCC1 (stereo unspecified)
27) COc1ccc(OC)c(Nc2nc(NCCC(C)C)nc(N)c2[N+](=O)[O-])c1
28) COc1cc(NS(C)(=O)=O)c(OC)cc1NC(=O)c1cccc(F)c1
29) N/C(=N/OC(=O)c1cccc([N+](=O)[O-])c1)c1cccc([N+](=O)[O-])c1
30) C=C(C)CSc1nnc2[nH]c(=O)cc(N)n12

compound no.	21	22	23	24	25	26	27	28	29	30
ABHD4 inh	-4	-22	-6	-6	2	-1	3	5	-3	-2
rCAG RNA binder	1	-2	0	1	-6	-2	10	-5	0	1
PG9 Ab binder	0.4	0.6	-1.7	-2.5	2.2	.	-1.0	-0.5	-2.1	1.2
Rev-erbA mod	0	0	1	1	-2	2	5	-8	3	2
ARFGAP1 inh	5	12	16	-11	-14	.	-1	5	2	3
HTRA1 inh	3	-34	.	-6	-3	.	-6	0	10	-1
NPR2 activator	8	-3	-2	7	6	7	-4	-4	-5	0
ASAP1 GAP inh	-6	4	15	-6	-12	.	22	-7	8	-6
NPR1 activator	-2	1	-2	-1	-2	1	15	-1	2	-1
SMARCA2 act	1	-4	-1	-4	-2	-4	-4	1	-1	1

31) CC1(C)OC(=O)C2=C(C[C@@H](C3CCCCC3)O[C@H]2c2ccc(F)cc2)O1
32) COc1cccc(OCc2cc(C(=O)N(C)CCC3CCCCO3)no2)c1 (stereo unspecified)
33) CCOC(=O)c1ccccc1NC(=O)CSc1cccc[n+]1[O-]
34) C=CCOC(=O)C1=C(C)NC(=O)NC1c1ccc(OC(=O)c2ccco2)c(OC)c1 (stereo unspecified)
35) O=C(CN1C(=O)NC2(CCc3ccccc32)C1=O)c1ccc2c(c1)OCCO2 (stereo unspecified)
36) COc1ccc(OCc2nnc(NC(=O)Nc3ccccc3F)s2)cc1
37) COC(=O)C1=C(N)OC2=C(C(=O)CCC2)C1c1ccccc1OC (stereo unspecified)
38) COc1cc(C(=O)N2C(=O)CCC2=O)cc(OC)c1OC
39) COc1ccc(-c2noc(CCCCC(=O)N3CCN(c4cc(C)ccc4C)CC3)n2)cc1
40) CCOC(=O)Cc1csc(NC(=O)CCN2C(=O)c3cccc([N+](=O)[O-])c3C2=O)n1

compound no.	31	32	33	34	35	36	37	38	39	40
ABHD4 inh	3	-8	-2	3	9	1	-7	0	5	-5
rCAG RNA binder	2	-7	-1	-1	2	11	-6	1	3	1
PG9 Ab binder	0.9	-1.3	-0.7	-1.1	1.4	0.8	-0.6	-1.5	-1.0	-4.2
Rev-erbA mod	6	-4	0	0	0	1	4	12	-4	1
ARFGAP1 inh	-9	-8	-4	0	-7	0	0	2	14	-2
HTRA1 inh	.	-8	0	-3	-4	0	0	5	-35	2
NPR2 activator	-4	-3	-3	2	0	0	3	-3	0	-4
ASAP1 GAP inh	-12	8	3	-10	-1	-10	2	11	0	8
NPR1 activator	-8	1	-4	1	5	5	0	-2	-3	-4
SMARCA2 act	0	2	0	-1	0	-2	-5	5	-10	-1

41) Cn1c(SCC(=O)N2CCOCC2)nc2sc3c(c2c1=O)CCCC3
42) O=C(Nc1ccc(NS(=O)(=O)c2ccccc2)cc1)c1ccccc1
43) c1ccc(CN(CCN2CCOCC2)Cc2ccccc2)cc1
44) O=C(N/N=C/c1ccc[nH]1)c1cc(-c2cccs2)nc2ccccc12
45) Cc1cc([N+](=O)[O-])cc(C)c1OCC(=O)N/N=C/c1ccc(OC(=O)c2ccccc2Br)cc1
46) CCCCOc1ccc(NC(=O)CN2CCN(CC)CC2)cc1
47) CCC(=O)Nc1ccc(C(=O)OCc2ccccc2)cc1
48) N#CCCn1cc(C(=O)Nc2ccc([N+](=O)[O-])cc2)c(-c2cccs2)n1
49) Cn1ncc(C#N)c1/N=C/N(Cc1ccccc1)Cc1ccccc1
50) CCN(CC)c1ccc(/C=N/NC(=O)c2nnn(-c3nonc3N)c2CN(C)C2CCCCC2)cc1
51) O=C(Nc1ccccn1)c1ccc2c(c1)S(=O)(=O)c1ccccc1C2=O
52) CCCCC[C@H](C)N1C[C@@H](COCc2ccccc2)Oc2cc(N3CCC[C@@H]3COC)ccc2S1(=O)=O

compound no.	41	42	43	44	45	46	47	48	49	50	51	52
ABHD4 inh	-7	-5	-6	-12	5	21	-8	-8	-6	3	-8	2
rCAG RNA binder	-1	2	-1	10	5	-7	-4	14	-4	3	7	4
PG9 Ab binder	-2.1	-1.5	-4.1	-0.5	-2.1	1.3	-0.3	-0.2	-1.9	0.2	1.0	1.6
Rev-erbA mod	4	-1	-5	7	4	4	0	0	2	7	-3	0
ARFGAP1 inh	6	-15	-3	3	7	-7	-8	7	15	2	5	2
HTRA1 inh	-1	-14	-3	-7	-41	-1	-7	-15	-22	-6	-3	.
NPR2 activator	-1	-9	-7	0	0	1	3	-2	1	-5	0	2
ASAP1 GAP inh	-1	-7	-3	19	-2	-4	-4	12	5	-1	18	-16
NPR1 activator	7	-3	-11	-2	-4	6	-3	1	-7	-5	0	5
SMARCA2 act	3	-1	-4	-5	-1	-1	6	1	-4	-4	1	1
